FXIIa inh – human FXIIa protease inhibitors, primary screen, biochemical, 1536-well; Coagulation factor XII (Homo sapiens), P00748; purified FXIIa, Boc-QGR-AMC fluorogenic substrate, 2 h; inhibition, % at 5 µM; hit rate 0.3% among 220,000; AID 800, 2007; in the data active means inhibition above about 40%;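 further: 0% = enzyme with no compound and 100% = blank without enzyme; many of its hits are not listed in these tables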
p97 inhibitor – inhibitors of human p97 ATPase, primary screen, biochemical. Transitional endoplasmic reticulum ATPase (Homo sapiens), P55072. recombinant p97 ATPase, Kinase-Glo ATP luminescence, 3 h. inhibition, % at 8 µM. hit rate 0.42% among 220,000; in the data active means inhibition above about 15%;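 further: 0% = DMSO vehicle and 100% = wells lacking enzyme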
Target sequence (P55072 whole entry, looked up): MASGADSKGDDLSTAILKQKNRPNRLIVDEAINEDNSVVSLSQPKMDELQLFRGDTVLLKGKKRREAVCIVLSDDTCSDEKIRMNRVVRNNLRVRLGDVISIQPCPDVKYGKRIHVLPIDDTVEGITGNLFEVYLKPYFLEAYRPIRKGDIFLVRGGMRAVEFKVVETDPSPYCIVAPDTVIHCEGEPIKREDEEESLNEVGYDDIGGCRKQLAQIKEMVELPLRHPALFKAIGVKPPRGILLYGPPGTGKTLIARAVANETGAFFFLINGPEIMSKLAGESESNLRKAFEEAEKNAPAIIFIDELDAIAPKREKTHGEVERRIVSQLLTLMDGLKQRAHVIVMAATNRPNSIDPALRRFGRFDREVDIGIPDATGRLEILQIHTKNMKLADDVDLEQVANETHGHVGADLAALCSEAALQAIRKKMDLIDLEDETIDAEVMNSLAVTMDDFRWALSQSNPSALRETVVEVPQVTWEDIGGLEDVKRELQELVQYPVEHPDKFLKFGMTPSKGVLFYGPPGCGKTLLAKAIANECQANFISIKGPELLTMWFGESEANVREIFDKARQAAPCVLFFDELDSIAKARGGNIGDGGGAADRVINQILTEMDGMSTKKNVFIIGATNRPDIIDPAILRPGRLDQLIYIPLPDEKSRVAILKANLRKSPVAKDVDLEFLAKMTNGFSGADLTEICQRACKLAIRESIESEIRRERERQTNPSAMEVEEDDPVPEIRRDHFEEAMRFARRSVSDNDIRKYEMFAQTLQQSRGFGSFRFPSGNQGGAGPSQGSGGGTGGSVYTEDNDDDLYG
KLK5 inh – human KLK5 protease inhibitors, primary screen, biochemical, 1536-well; Kallikrein-5 (Homo sapiens), Q9Y337; recombinant hK5, fluorogenic AMC substrate cleavage; inhibition, % at 5 µM; hit rate 0.59% among 210,000;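 active means inhibition of 40% or more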;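 further: 0% = enzyme controls without compound and 100% = no-enzyme blanks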
Target sequence (Q9Y337 67-293 limits assumed): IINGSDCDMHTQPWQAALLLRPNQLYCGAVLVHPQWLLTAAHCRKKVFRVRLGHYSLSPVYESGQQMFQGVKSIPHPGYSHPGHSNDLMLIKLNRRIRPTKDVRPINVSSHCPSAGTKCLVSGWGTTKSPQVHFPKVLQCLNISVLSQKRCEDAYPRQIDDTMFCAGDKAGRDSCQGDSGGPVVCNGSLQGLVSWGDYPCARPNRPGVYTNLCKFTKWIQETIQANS
Wee1 degr inh – Wee1 degradation inhibitors, primary screen, cell-based, HeLa, Wee1K328M-luciferase, luminescence; Wee1-like protein kinase (Homo sapiens), P30291; hit rate 1.2% among 220,000; AID 1321, 2008; reporter increase, % at 5 µM; HeLa Luc-Wee1K328M stability; 100% = proteasome inhibitor MG132 effect;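 active means activation above the mean of all tested compounds plus 3 SD, set per screening run, cut at about 8.8% in these data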;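 further: cells exposed to compound for 20 h before luminescence read; 0% = DMSO alone and 100% = MG132 at 30 µM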
Thrombin inh – human alpha-thrombin inhibitors, primary screen, counter-screen for coagulation protease inhibitor project, biochemical, 1536-well, fluorogenic AMC substrate; Boc-VPR-AMC fluorogenic substrate cleavage; inhibition, % at 5 µM; hit rate 0.26% among 220,000; AID 1046, 2008;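 active means inhibition at or above 40%; inactive means inhibition below 40%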;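 further: 0% = enzyme with no compound and 100% = wells without enzyme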
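signal = AMC fluorescence, 355/460 nm | material = human alpha-thrombin enzyme | control set = enzyme without compound as high, wells lacking enzyme as low | times = reaction at room temperature | read-out basis = percent inhibition scaled between no-compound controls and no-enzyme blanks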
PERK inh – block of dimerizer-induced PERK translation repression, primary screen, PERK inhibitor project, CHO PERK-DD cells, SEAP luminescence, HTS; CHO PERK-DD fusion, SEAP luminescence translation reporter; inhibition, % at 5.6 µM; hit rate 0.17% among 220,000;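 active means inhibition above the mean inhibition of all tested compounds plus 3 SD, set separately per screening campaign, cut at about 2.9% in these data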;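 further: PERK kinase domain activated by AP20187 dimerizer at 100 nM; 0% = DMSO with dimerizer and 100% = rapamycin at 8.4 µM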
FXIa inh – human FXIa protease inhibitors, primary screen, biochemical, 1536-well; Coagulation factor XI (Homo sapiens), P03951; purified FXIa, Boc-Glu-Ala-Arg-AMC fluorogenic substrate; inhibition, % at 5 µM; hit rate 0.14% among 220,000; AID 798, 2007;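 active means inhibition of at least 40%; inactive means inhibition below 40%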;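 further: fluorescence of freed AMC excited at 355 nm; 0% = enzyme without compound and 100% = no enzyme blank; many of its hits are not listed in these tables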
KCC2 mod – KCC2 cotransporter modulators, thallium flux, primary screen, cell-based, HEK293 KCC2, FluoZin-2 fluorescence, MLSMR; Solute carrier family 12 member 5 (Homo sapiens), Q9H2X9; KCC2 cells, thallium flux FluoZin-2 fluorescence; B-score of Tl+ flux slope (higher = more flux/activation; lower = inhibition) at 10 µM; hit rate 2.2% among 190,000;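 active means thallium flux slope and its plate-corrected score both differing from the plate sample mean at a set confidence after two filtering rounds, in either direction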;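 further: slope of fluorescence scaled to starting intensity during 10 to 20 s after thallium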
Furin inhibitor – human furin inhibitors, primary screen, biochemical, fluorescence intensity; purified furin, fluorogenic substrate cleavage; inhibition, % at 30 µM; hit rate 0.061% among 220,000; P09958; AID 463115, 2010; in the data active means inhibition above about 25%; further: inactives centre near -15
* hit, by the source's call; . = no result given; [ ] = remark or other dose.

SMILES	FXIIa inh	p97 inhibitor	KLK5 inh	Wee1 degr inh	Thrombin inh	PERK inh	FXIa inh	KCC2 mod	Furin inhibitor
CCn1c(-c2cccnc2Cl)nc2cc(C)c(C)cc21	5	1	0	-2	1	-0.8	0	-0.18	-16
O=C(NCCCN1CCOCC1)c1cc2cc(Br)ccc2oc1=O	2	3	-10	1	-2	0.2	-5	.	-14
CCCNC(=O)Nc1nnc(C2CC2)s1	10	4	.	1	-4	0.6	-5	1.7	-26
O=C(c1ccco1)N1CCCN(Cc2nc(-c3ccc4c(c3)OCO4)no2)CC1	10	1	.	-3	3	1.1	3	1.4	-28
COc1ccc(C(=O)N/C(=C\c2ccccc2)C(=O)NC(CCSC)C(=O)O)cc1 (centres undefined)	9	4	6	3	0	2.2	8	.	-21
CCOc1ccc(N=Nc2c(C)noc2C)cc1	6	-1	4	-1	-15	0.6	-2	1.1	-19
CC(=O)Nc1ccc(NC(=O)C(C)n2nc(C)c([N+](=O)[O-])c2C)cc1 (centres undefined)	-1	2	-7	-2	1	3.0*	-7	0.52	-18
COc1ccc(C2C(C(=O)N3CCN(c4ccccn4)CC3)CCC(=O)N2c2ccc(OC)cc2)cc1 (centres undefined)	6	4	-1	2	-9	0.0	-1	1.4	-32
COc1cccc(/C=N/NC(=O)c2cnccn2)c1O	7	-5	-16	-2	-4	0.1	18	-0.049	-12
O=C1CC(NCC2CCCO2)C(=O)N1c1ccc(Cl)cc1 (centres undefined)	-8	3	-26	-1	-2	-0.2	-8	-0.3	-3
COc1ccc(N2C(=O)CCC(C(=O)NCc3ccccn3)C2c2ccc(OC)c(OC)c2)cc1 (centres undefined)	8	3	-15	9	-3	1.0	5	0.022	-22
COc1ccc(OC)c(NC(=O)CSc2nc3ccccc3c3nc4ccccc4n23)c1	-1	-2	6	4	16	0.3	-3	-1.3	-8
Cc1ccccc1OCC(=O)Nc1nnc(C2CCCCC2)s1	-3	-4	1	2	-4	0.1	-8	0.044	-15
CCc1ccc(NC(=O)CN(N=Nc2nonc2C)c2nonc2C)cc1	4	6	-1	-2	-3	0.8	1	-3.1	-23
Cc1c(Cc2ccccc2)sc(NC(=O)C(C)(C)C)c1C(N)=O	5	3	-12	-1	4	-0.7	-3	-0.79	-15

Compounds from the list above containing an aryl methoxy group, in the order listed:
SMILES	FXIIa inh	p97 inhibitor	KLK5 inh	Wee1 degr inh	Thrombin inh	PERK inh	FXIa inh	KCC2 mod	Furin inhibitor
COc1ccc(C(=O)N/C(=C\c2ccccc2)C(=O)NC(CCSC)C(=O)O)cc1 (centres undefined)	9	4	6	3	0	2.2	8	.	-21
COc1ccc(C2C(C(=O)N3CCN(c4ccccn4)CC3)CCC(=O)N2c2ccc(OC)cc2)cc1 (centres undefined)	6	4	-1	2	-9	0.0	-1	1.4	-32
COc1cccc(/C=N/NC(=O)c2cnccn2)c1O	7	-5	-16	-2	-4	0.1	18	-0.049	-12
COc1ccc(N2C(=O)CCC(C(=O)NCc3ccccn3)C2c2ccc(OC)c(OC)c2)cc1 (centres undefined)	8	3	-15	9	-3	1.0	5	0.022	-22
COc1ccc(OC)c(NC(=O)CSc2nc3ccccc3c3nc4ccccc4n23)c1	-1	-2	6	4	16	0.3	-3	-1.3	-8

More records.
SMILES	FXIIa inh	p97 inhibitor	KLK5 inh	Wee1 degr inh	Thrombin inh	PERK inh	FXIa inh	KCC2 mod	Furin inhibitor
Cc1ccc(S(=O)(=O)c2cc3ccccc3oc2=Nc2ccc3c(c2)OCO3)cc1	23	-2	-2	0	5	0.2	5	.	-13[20 µM]
COC(=O)c1c(NC(=O)C2CC=CCC2C(=O)O)sc(C(N)=O)c1C (centres undefined)	22	0	2	-1	1	1.2	15	0.25	-6[20 µM]
Cc1nn(C)c(C)c1CN(C)C(=O)CCCC(=O)O	34	6	1	-2	2	0.6	21	-0.23	25*[20 µM]
Cc1sc2nc(SCC(=O)O)[nH]c(=O)c2c1C	0	2	-3	-3	-11	1.0	-4	-0.45	-14
CCOC(=O)c1sc(-c2ccc(Br)cc2)cc1N	3	-10	4	5	-3	-0.1	-2	-0.22	-20[20 µM]
Cc1ccc2cc(CN(C(=O)c3ccco3)c3cccc(C)c3C)c(=O)[nH]c2c1	5	-3	-3	-1	-4	-1.5	1	-0.1	-10
O=C(C[n+]1ccc(/C=N/O)cc1)NC1CCCCC1	11	4	4	-4	-6	1.4	-1	0.38	0
CCCCc1ccc(NC(=S)N2CCC(O)CC2)cc1	7	1	2	2	-7	0.6	1	-0.94	-26
NC(=O)Cc1ncc(C(F)(F)F)cc1Cl	14	2	.	-2	0	0.3	0	0.12	-21
CC1(O)CC(=O)N(c2ccccc2)O1 (centres undefined)	20	2	-4	0	-1	-0.3	3	.	-18
CCO[C@H]1OC(C(=O)N2CCN(C)CC2)=C[C@@H](c2ccc(Br)cc2)[C@@H]1CCCO	2	-5	-2	2	-4	1.0	-3	0.1	-29
CCOc1[nH]n(-c2ccccc2)c(=O)c1C=NCc1cccnc1	11	1	3	4	-2	0.5	-1	-0.84	-26
Nn1c(Cc2ccccc2)n[nH]c1=S	10	5	0	2	2	0.9	-1	0.77	-29
CCOC(=O)c1cnc2ncnn2c1N	4	3	-5	0	-10	0.1	-4	0.27	-26
CCCCOc1ccc(-c2cn3ccccc3n2)cc1[N+](=O)[O-]	5	-8	-30	4	-9	-0.6	-4	-0.08	-23
CO/N=C(\N)c1nonc1N	25	-5	22	0	17	1.8	58*	-1.3	-10
CCC(C)C(N)C(=O)NC(CCC(=O)OCc1ccccc1)C(N)=O (centres undefined)	19	2	-24	-3	-11	0.8	0	.	-18
CN(C(=S)NC(=O)c1ccccc1)c1c(N)n(Cc2ccccc2)c(=O)[nH]c1=O	-1	-1	-4	-1	-6	0.2	-8	0.6	0
COc1ccc(-c2nc(CSCC(=O)N3CCN(C4CCCCC4)CC3)c(C)o2)cc1OC	.	-2	.	-3	.	-0.8	.	-0.42	-10
Cn1c(=O)c2c(nc(Br)n2CCSc2nnnn2-c2ccccc2)n(C)c1=O	20	-7	-1	-3	-5	-0.6	4	0.066	-16[20 µM]
O=C(COc1ccc(S(=O)(=O)NC2CCCCC2)cc1)NCCC1=CCCCC1	15	-8	-5	-1	3	-1.8	11	0.87	-9[20 µM]
COc1ccc(C2/C(=C(\O)c3cccc(OC)c3)C(=O)C(=O)N2c2ccccn2)cc1 (centres undefined)	9	3	-4	0	4	0.7	2	.	0[20 µM]
CCOc1ccccc1NC(=O)CN(c1ccc(C)cc1)S(=O)(=O)c1c(C)n[nH]c1C	-3	4	3	2	0	-1.5	2	-0.049	-15
C=CCN1C=C2C(=O)C(C)(OC(=O)CC)C(=O)C=C2C=C1CCCC (centres undefined)	14	.	6	.	1	.	4	0.45	-11
CCOc1cc(C(=O)N(C)Cc2cc3ccccc3[nH]c2=O)cc(OCC)c1OCC	15	-4	-1	-1	0	-0.8	3	-0.49	-17[20 µM]
Clc1nnc(N2CCCCC2)c2ccccc12	9	4	0	-3	2	1.0	13	-1.3	-26
Cc1cc(C(=O)N2CCN(C(c3ccccc3)c3ccccc3)CC2)on1	4	.	-1	.	-9	.	-2	-0.71	-26
COC(=O)C1CSC(C(=O)OC)N1C(=O)CN1CCN(c2ccc(OC)cc2)CC1 (centres undefined)	12	0	-1	-2	-4	-0.6	0	0.74	-22
O=C(Nc1ccccc1N1CCOCC1)c1ccc(S(=O)(=O)NCc2ccco2)cc1	6	1	-3	-2	-21	0.1	-9	-0.37	-23
COc1cccc(N/C=C/C(=O)c2ccc(Br)cc2)c1	.	7	.	1	.	1.3	.	.	-14[20 µM]
CCCOc1ccc(N2C(=O)CC(NCCc3ccc(S(N)(=O)=O)cc3)C2=O)cc1 (centres undefined)	-1	5	-7	9.7*	-6	0.5	-7	.	-19[20 µM]
Cc1ccc(C=Nc2ccccc2C(N)=O)cc1	0	-3	-34	3	-4	-1.0	-17	-0.017	-28[20 µM]
COc1cc(CN(C(=S)NCC(=O)N2CCCC2)C2CCCC2)cc(OC)c1OC	8	-4	-5	1	-9	-0.7	-4	-0.065	-26
N#C/C(=N/Nc1ccc(S(=O)(=O)N2CCOCC2)cc1)C(N)=O	12	10	8	-2	-2	0.7	3	0.2	-3
C=CCN1C(=O)CN=C1Nc1ccccc1	-8	0	2	-3	-6	0.6	-1	-0.0075	-11[20 µM]
CCCN(CCC)CCCNC(=O)CC1Nc2ccccc2NC1=O (centres undefined)	-13	0	-28	-2	-3	0.6	-11	0.0038	-32
COc1cc2[nH]c(=S)n(Cc3cccs3)c(=O)c2cc1OC	9	4	-2	-1	-13	0.2	-4	2.3	-20
COc1ccc(CN(C)CC(=O)Nc2ccc(N3CCOCC3)cc2)cc1OC	9	2	-12	3	-5	0.0	6	0.0044	-24
O=C(CN1CCN(Cc2ccccc2)CC1)N1N=CCC1c1ccccc1 (centres undefined)	-1	3	1	2	0	-0.7	-7	-0.37	-13
C/C(CC(=O)Nc1cccc2c1CCCC2)=N\NC(=O)c1cccc2ccccc12	5	3	-9	3	-3	0.6	3	-0.73	-3
CN(CC(=O)Nc1ccccc1Cl)C(=O)c1cc(=O)[nH]c2ccccc12	0	7	-1	-1	-4	1.0	-1	-0.42	-16
c1cn2cc(CN3CCOCC3)nc2s1	12	3	-7	1	6	0.7	5	-0.42	-27
CC(C)(C)NC(=O)/C(=C/c1cccnc1)NC(=O)c1ccco1	15	0	2	-1	6	0.3	3	0.4	-17
CC1(C(=O)N2CC3(CC(c4cccc(NC(=O)COc5ccc(Cl)cc5)c4)=NO3)C[C@@H]2C(N)=O)CC1 (some centres undefined)	8	.	3	.	2	.	4	0.4	-33
CCOC(=O)Cn1c(S(=O)(=O)Cc2cccc(F)c2)nc(-c2ccccc2)c1-c1ccccc1	18	-4	-17	1	-6	-1.0	6	.	-16[20 µM]
CCOC(=O)c1ccccc1NC(=O)Cn1cnc2c(oc3ccccc32)c1=O	0	0	-8	-2	-4	-1.4	-5	.	-9[20 µM]
CCOc1ccc(N2CC(=O)Nc3ccccc3NCC2=O)cc1	6	0	-5	0	-4	0.3	-3	.	-17
CC1CCc2nc(NC(=O)CN3CCOCC3)sc2C1 (centres undefined)	8	0	-14	0	-4	0.3	4	-0.11	-11[20 µM]
COC(=O)Nc1ncc(CN2CCC(c3ccccc3)CC2)s1	19	3	-6	0	1	-0.1	9	0.062	-1[20 µM]
C=CCn1c(Cc2cccs2)nnc1SCC(=O)c1ccc2ccccc2c1	14	2	-17	-2	-1	0.2	1	-5.9*	-10[20 µM]
COc1ccccc1NCC(=O)N/N=C/c1sccc1C	-6	0	-24	-2	-1	0.0	-8	1.6	-19
COc1ccc(S(=O)(=O)NCC2CCCN(CC(C)(C)C)C2)cc1 (centres undefined)	11	3	11	-2	-1	-0.5	-4	1.4	-20
Cc1cc(=O)oc(C)c1C(=O)N1CCCCC1	12	-5	-21	-2	2	0.4	0	0.28	-8[20 µM]
CCC1C(C#N)=C(N)OC2=C1C(=O)CC(C)(C)C2 (centres undefined)	10	4	7	-1	-2	1.1	29	.	-19[20 µM]
